High-throughput results from PubChem BioAssay.
NOD2 inhibition: inhibition of NOD2-driven NF-kB reporter – cell-based, luminescence, uHTS, HEK293 (AID 1566) | HEK293 NOD2/NF-kB luciferase reporter, luminescence; higher % means a stronger effect | inhibition, % at 4 µM, or EC50 in µM where a hit was titrated | 290,000 tested, 0.63% active; in the data active = inhibition above about 50%; also: many of its hits are not listed in these tables
M17LAP inhibition: P. falciparum M17LAP inhibitors, primary screen, biochemical, fluorogenic H-Leu-NHMec substrate, 1536-well (AID 1619). inhibition, % at 30 µM; hits with a dose series show IC50 in µM. recombinant M17LAP, H-Leu-NHMec fluorogenic kinetic assay; higher % means a stronger effect. 220,000 tested, 0.38% active;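 active = compound inhibiting the enzyme by more than half at any dose during confirmatory dose-response retesting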;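 also: plate controls were full reaction with DMSO carrier for no effect and no enzyme background for full effect; strong numbers were not always called active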
Yfh1-depleted yeast: enhancers of respiration in Yfh1-depleted yeast, dose response, Friedreich's ataxia, plus single-dose screen (AID 1465); S. cerevisiae Yfh1-off respiration, WST-1 reduction, 72 h; higher fold induction means a stronger effect; 220,000 tested, 0.074% active; one-dose fold induction at 50 µM; EC50 in µM for titrated hits;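 active = fold induction of absorbance versus untreated yeast above a set limit, then at least 30% activation at any dose in follow-up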;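 also: activators that raise dye reduction in frataxin-depleted yeast; strong numbers were not always called active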
Dynein cargo inh: blocks dynein driven cargo transport along microtubules. z-score, hits read low. 3617.4 mouse cells, GR-EGFP nuclear translocation imaging; test concentration mostly 20 µM; stimulated with dexamethasone, 1 µM; stronger effect = lower value. 220,000 tested, 0.47% active;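 active = plate z-score of nuclear minus cytoplasmic receptor signal below a set negative limit, without overly bright fluorescence or cell loss, cut at about -3.5 in these data, passing the limit was not always enough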;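 also: z-score of nuclear minus cytoplasmic ring GR-EGFP intensity difference per well; some compounds called inactive have numbers as strong as hits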
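Buffer or medium: tet-free, stripped-serum medium; Also added: dexamethasone, 1.0 µM final; Technique: high-content fluorescence imaging after fixation; Times: 48 h induction, 1 h compound, 30 min dex at 37 °C; Read-out: per-cell GR-EGFP intensity, nucleus versus surrounding cytoplasmic ring, well-averaged.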
b-catenin transl: alters nuclear translocation of beta-catenin in HeLa cells; immunofluorescence imaging; nuclear translocation activity, % at 5 µM; 190,000 tested, 0.3% active; AID 1665;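 active = nuclear translocation activity above 50% at 5 µM, with a well cell count of 50 or more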;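 also: per-cell ratio of nuclear to cytoplasmic median beta-catenin stain intensity; plate controls were DMSO negative control for no effect and GSK-3 inhibitor IX positive control for full effect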
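test system = HeLa cells, endogenous beta-catenin | dosing = single 5 µM dose plus 0.02–20 µM confirmation series | times = compound treatment 24 h, 37°C, 5% CO2 | technique = beta-catenin immunofluorescence imaging with DAPI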
NOD1 inhibition: NOD1 signaling inhibitors, primary screen, cell-based, luminescence, uHTS (AID 1578); 290,000 tested, 1% active; NOD1-driven NF-kB luciferase reporter cells, luminescence; higher % means a stronger effect; one-dose inhibition, % at 4 µM; EC50 in µM for titrated hits; in the data active = inhibition mostly above about 36%, no sharp cut-off; inactive = mostly below about 34%;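 also: HEK-293T reporter cells stimulated with the NOD1 agonist gamma-tri-DAP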
Autophagy HCS: autophagy modulation, high-content screen; MEF GFP-LC3 puncta imaging; test concentration mostly 10 µM; calls only at 10 µM (by protocol); 190,000 tested, 0.98% active; AID 463193;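 active = percentage of spot-positive cells more than 3 SD above its plate mean, without a fluorescence outlier flag or 80% toxicity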;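 also: spot-positive cell cutoff set from DMSO-treated cells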
Ins promoter up: MIN6 insulin promoter up-regulation. MIN6 insulin promoter-GFP reporter, high-content imaging; stronger effect = higher value. z-score at 5 µM. 190,000 tested, 0.3% active. AID 1625;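 active = z-score above 3 at 5 µM with at least 500 cells counted in the well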
MT stabilizer: microtubule stabilization, imaging screen; HeLa tubulin immunostaining HCS, 24 h; share of cells brighter than vehicle mean+2SD; % tubulin-high responders, % at 10 µM; 200,000 tested, 0.83% active; AID 2205;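 active = plate Z-score above 3 for both tubulin-high and condensed-nucleus cell shares, with cell loss under 80%, at 10 µM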;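 also: anti alpha tubulin signal scored within the nucleus-defined area of each cell; some results filed as inactive read as strong as hits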
Dynein cargo inh cytoplasmic EGFP: further read-out of Dynein cargo inh, marked with its call; z-score; measured here: cytoplasmic GR-EGFP intensity; stronger effect = higher value
Dynein cargo inh nuclear GR-EGFP: also measured in Dynein cargo inh; calls as there; z-score; measured here: nuclear GR-EGFP intensity;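 lower value marks the stronger effect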
Dynein cargo inh cell count: recorded beside Dynein cargo inh, whose call it bears; z-score; measured here: cell count per field
Ins promoter up cell count: recorded beside Ins promoter up, whose call it bears; cell count; measured here: cytotoxicity, nuclei count;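 total cells summed across four imaged fields per well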
b-catenin transl cell count 5 µM: recorded beside b-catenin transl, whose call it bears; cell count; measured here: cell count, cytotoxicity flag
MT stabilizer Hoechst-high %: second read-out of MT stabilizer, no call of its own (marks repeat the call); % Hoechst-high responders; measured here: nuclear condensation Hoechst responders;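 share of cells brighter than vehicle mean plus two SD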
MT stabilizer cytotoxicity %: also measured in MT stabilizer; calls as there; toxicity, %; measured here: cytotoxicity by cell density;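 0% = mean cell density of plate MIN control wells and 100% = no cells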
Autophagy HCS cell loss 18 h: also measured in Autophagy HCS; calls as there; toxicity, %; measured here: cell loss, nuclei count;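 cell loss after 18 h compound exposure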
* = called active by the depositor; i = inactive; . = not tested or not shown. These rows are one share of the data, so the mix of outcomes need not match the whole.

SMILES	NOD2 inhibition	M17LAP inhibition	Yfh1-depleted yeast	Dynein cargo inh	Dynein cargo inh cytoplasmic EGFP	Dynein cargo inh nuclear GR-EGFP	Dynein cargo inh cell count	b-catenin transl	b-catenin transl cell count 5 µM	NOD1 inhibition	Autophagy HCS	Autophagy HCS cell loss 18 h	Ins promoter up	Ins promoter up cell count	MT stabilizer	MT stabilizer Hoechst-high %	MT stabilizer cytotoxicity %
CN1CCCN(C(=O)C2CCC(C(=O)N3CCCN(C)CC3)CC2)CC1 (stereo not given)	10.6%	-1.5%	i	0.795	-0.0967	0.66	-0.534	-0.4	1071	-26.9%	i	1.3	0.03	1317	4.2	5.5	3.6
O=C1c2cccnc2Oc2ccc(Cl)cc2N1Cc1ccc(F)cc1	12.1%	0.1%	i	-0.577	-0.227	-0.114	-0.469	-2.3	573	-3.5%	i	19.6	0.13	1317	4.1	1.4	2.4
Cc1cccc(N2CC(C)Cn3c2nc2c3c(=O)n(CC(=O)OCc3ccccc3)c(=O)n2C)c1 (stereo not given)	21.4%	-0.8%	i	0.0458	-0.316	0.286	0.367	-4.4	848	-14.9%	i	-2.3	-0.16	868	3.5	3.0	7.5
COCCN(CCOC)c1ncnc2c1cnn2-c1ccccc1	-13.8%	21.0%	i	-0.218	-0.741	0.238	-0.307	-7.2	1154	-0.5%	.	.	-0.17	692	.	.	.
Cc1cccc(N=c2oc3cc(O)ccc3cc2C(N)=O)c1	5.6%	-80.6%	i	-0.00275	-0.133	0.152	0.0865	2.9	1353	44.6%	i	-7.7	0.11	1560	2.3	2.3	1.7
CCOC(=O)c1cc(-c2ccco2)nc2c1c(C)nn2-c1cccc(Cl)c1	-6.3%	-4.7%	i	-0.314	-0.163	-0.548	-0.745	-0.6	1451	9.4%	i	-1.6	0.1	1497	0.8	1.8	5.8
Cc1nn(C)cc1/C=N/NC(=O)Cn1nnc(N)n1	10.2%	1.3%	i	-1.06	-0.237	0.0835	0.299	0.1	1337	0.9%	.	.	-0.1	1057	.	.	.
Cc1nc(-c2ccccc2)ccc1C(=O)O	19.7%	9.8%	i	-0.202	-0.169	-0.431	0.244	-1.1	1043	-17.5%	i	11.2	0.1	1536	1.7	0.9	3.0
CC(Nc1ccccc1)C(=O)Nc1ccc(F)cc1 (stereo not given)	1.8%	1.7%	i	2.55	0.0341	1.22	-1.74	.	.	2.8%	i	-4.0	0.22	891	3.5	1.5	5.6
O=c1c2cc(NC(=S)NC3CCCC3)ccc2nc2n1CCCCC2	18.2%	-6.4%	i	1.47	-0.236	0.948	-0.623	4.3	960	-20.1%	i	11.4	-0.01	1075	2.8	1.6	3.8
Cc1ccc(S(=O)(=O)/N=C(\N)Nc2nc(C)c3cc(C)ccc3n2)cc1	36.2%	4.6%	i	0.0924	-0.191	0.594	-0.374	0.9	1370	6.3%	i	25.9	-0.92	1351	3.0	1.8	2.1
COc1ccc(C2c3ccc(O)cc3Oc3ncn(CCN4CCOCC4)c(=N)c32)cc1 (stereo not given)	28.6%	2.9%	i	-0.247	-0.186	-0.205	0.389	-0.9	1219	1.2%	.	.	-0.89	1134	.	.	.
O=C(NCc1ccco1)c1ccc(Cn2c(=O)c3ccccc3n(Cc3cccc(Cl)c3)c2=O)cc1	-1.4%	-5.0%	i	-0.53	-0.128	-0.427	0.898	.	.	-47.7%	i	4.4	-0.49	902	1.4	2.2	14.4
COc1cc(C(=O)NCc2nnc(SCC(=O)Nc3nccs3)o2)cc(OC)c1OC	16.1%	23.4%	i	3.12	0.376	1.96	-1.83	3.3	1082	-45.2%	i	6.3	1.14	1206	5.8	2.8	12.1
C#CCCOC(=O)N1C2=NC(C(=O)OC)=C(C(=O)OC)[C@@H]3N(Cc4ccccc4)c4ccccc4[C@]23C[C@H]1C(=O)OC	18.3%	-6.7%	i	0.216	-0.64	0.216	-0.897	-0.5	1236	-5.7%	.	.	0.08	921	.	.	.
COc1ccc(OCC(O)CNC(=O)c2ccc(C)cc2)cc1 (stereo not given)	-8.1%	-5.0%	i	-0.362	-0.261	-0.417	-0.122	2.0	1271	-9.8%	.	.	0.17	1464	.	.	.
CCCCC1CCC(C(=O)N2CCOCC2)CC1 (stereo not given)	-16.0%	-8.6%	i	-0.22	-0.247	-0.462	0.834	-2.8	674	-29.0%	i	5.6	0.1	1247	6.2	2.0	7.1
Cc1cccc(NC(=S)N2CCN(Cc3ccccc3)CC2)c1C	-18.8%	5.1%	i	-0.385	-0.271	-0.485	1.19	-2.9	1112	-32.9%	i	24.9	0.78	1500	4.4	2.1	11.2
COCCNC(=O)c1ccccc1NC(=O)c1ccc(OC)c(OC)c1	4.0%	10.0%	i	0.719	-0.2	0.798	-0.176	1.6	1111	-1.8%	i	1.7	-0.66	1077	1.7	3.2	10.1
CCOc1ccc(CN2CCC(C(=O)N3CCN(c4ccccc4F)CC3)CC2)cc1OC	2.9%	15.6%	i	-0.12	-0.167	0.504	0.348	0.1	1075	.	i	10.9	-0.4	1097	2.8	2.1	7.3
CCc1noc(C)c1C(=O)N1CCCC1	10.9%	1.3%	i	-0.478	-0.265	-0.84	0.995	-0.5	1027	-4.9%	i	-2.5	0.09	1812	3.3	1.5	1.6
COc1ccc(-c2nnc3sc(-c4cccs4)nn23)cc1OC	-8.9%	-3.2%	i	0.457	-0.164	0.23	0.224	-8.7	978	-5.6%	i	3.8	-0.81	1187	1.8	1.6	2.5
O=C(CSc1nnc(Cc2ccsc2)o1)c1ccccc1	-21.7%	4.4%	i	0.172	-0.192	0.625	-0.0864	0.3	1245	-5.1%	.	.	-0.39	950	.	.	.
CC(NC(=O)C1CC1)C(c1cccs1)N1CCN(c2ccccc2)CC1 (stereo not given)	-10.4%	5.4%	i	1.68	0.0241	1.06	-1.2	-2.8	1217	-21.7%	i	-0.9	0.5	1225	2.5	1.2	7.3
C=CC(COCc1ccccc1)N(C(=O)OC(C)(C)C)S(=O)(=O)c1ccccc1Br (stereo not given)	-5.6%	2.6%	i	1.59	-0.679	0.69	-0.922	-2.4	1204	-0.4%	.	.	-0.85	1084	.	.	.
CCCCNC(=O)CSc1nc2ccccc2n1S(=O)(=O)c1ccc(Br)cc1	7.8%	19.3%	i	0.335	-0.222	1.41	-0.746	-3.4	555	19.2%	i	16.4	0.23	1101	2.4	3.4	1.9
CC(C)(C)[C@@H]1C=C(C(N)=O)O[C@H](OCc2ccc(CO)cc2)C1	4.0%	-1.2%	i	-0.361	-0.571	0.00587	0.1	-2.4	1203	-3.7%	.	.	.	.	.	.	.
O=c1[nH]c2cc3c(cc2cc1C(c1nnnn1Cc1ccccc1)N1CCN2CCCC2C1)OCCO3 (stereo not given)	2.4%	-32.8%	i	-0.493	-0.146	0.0446	-0.594	1.9	1140	0.7%	i	-11.9	0.6	775	5.1	2.7	9.9
CCOC(=O)c1c(C)[nH]sc1=S	-6.2%	9.6%	.	-1.27	-0.289	-0.48	0.242	1.9	1374	-4.1%	i	11.5	0.23	1337	5.1	2.8	8.2
C=CCOC(=O)C1C(=O)CC(C)(O)C(C(=O)OCC=C)C1c1ccc(OC)cc1 (stereo not given)	-9.3%	6.8%	i	0.585	-0.191	-0.348	-1.38	-1.4	1118	-19.0%	i	-0.5	0.18	1947	4.4	3.4	10.2
O=Cc1c(OCc2ccccc2)ccc2ccccc12	-78.4%	-5.8%	i	-0.126	-0.278	0.135	0.609	0.0	1556	-37.7%	i	-29.2	.	.	2.3	1.6	6.8
O=C(CSc1nc(-c2ccccc2)c(-c2ccccc2)[nH]1)Nc1nccs1	-4.4%	7.2%	i	0.899	-0.218	0.805	-0.0735	0.7	1345	-19.1%	i	12.1	-0.47	1512	14.6	5.4	5.7
Cc1nc2ccccc2nc1CSc1nncs1	3.8%	-4.1%	i	-0.43	-0.215	-0.097	0.657	-4.5	1256	-4.3%	i	-1.8	.	.	5.9	3.7	8.6
COc1ccc(CCNC(=O)c2ccccc2SC)cc1	-11.2%	-2.1%	i	1.87	0.0262	2.24	-2.04	1.0	887	-33.3%	i	15.8	0.47	1672	4.2	2.5	5.8
COc1ccc(C(CCNCc2ccc(OC)c(OC)c2)c2ccc(F)cc2)cc1 (stereo not given)	9.7%	10.5%	i	-0.933	-0.236	0.152	0.246	1.1	1215	-2.8%	.	.	-0.81	939	.	.	.
COc1ccc(OC)c(-c2csc(NC(=O)C3c4ccccc4Oc4ccccc43)n2)c1	-13.0%	4.2%	i	-0.771	-0.151	-0.165	0.593	0.5	1060	-17.8%	i	-5.6	0.95	1193	2.6	3.4	1.3
Cc1cc(NC(=O)CSc2nnc(N)s2)c([N+](=O)[O-])cc1C	15.5%	18.6%	i	-1.21	-0.171	-0.499	0.395	-1.1	1145	-14.3%	i	1.1	-1.43	1263	4.4	2.4	5.9
COc1ccccc1/C=C/C=N/NC(=O)Cc1cccn1C	1.0%	27.5%	i	-0.891	-0.311	-0.662	1.12	-3.4	527	-12.7%	i	4.4	-0.19	1449	3.9	4.2	11.4
COC(=O)C1=C(C)NC(=O)/C1=C\c1cc(C)n(-c2cccc(C)c2)c1C	3.6%	9.5%	i	-0.0238	-0.424	-0.152	0.458	.	.	-7.8%	i	1.8	.	.	15.1	26.0	57.2
Cc1ccc(NC(=O)C(=O)Nc2ccccn2)cc1	-3.6%	5.1%	i	-0.31	-0.314	-0.414	0.643	2.4	926	27.5%	i	4.9	-0.16	1192	2.7	2.4	3.2
